TSG101-PTAP inh – blocks PTAP binding to human TSG101, validation | Fluorescence polarization, FITC-PTAP peptide/Tsg101, 20 min | 44,000 tested, under 10 active | Q99816 | Potency, µM (top dose mostly 115 µM), for the others: at the top dose activity change, negative = inhibition, hits mostly inhibitors; also: potency is read from the fitted curve at half-maximal effect; 0% is about no effect
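The Tsg101 binding domain, at 10 uM final, is mixed with compound and a FITC peptide bearing the PTAP motif (50 nM final). After 20 min at r.t., polarization is measured; actives defined by CRC class, efficacy cut-off 60% inhibition.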
GALK inhibitor – GALK (human) enzyme inhibition | recombinant GALK, Kinase-Glo ATP luminescence, 1 h | AID 1347072 | P51570 | 44,000 tested, under 10 active | Potency, µM (highest dose often 57.5 µM), for the others: at the highest dose activity, negative = inhibition, actives largely listed as inhibitors;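 also: plate controls were full GALK reaction for no effect and reaction lacking GALK for full effect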
Target sequence (P51570 whole entry, looked up): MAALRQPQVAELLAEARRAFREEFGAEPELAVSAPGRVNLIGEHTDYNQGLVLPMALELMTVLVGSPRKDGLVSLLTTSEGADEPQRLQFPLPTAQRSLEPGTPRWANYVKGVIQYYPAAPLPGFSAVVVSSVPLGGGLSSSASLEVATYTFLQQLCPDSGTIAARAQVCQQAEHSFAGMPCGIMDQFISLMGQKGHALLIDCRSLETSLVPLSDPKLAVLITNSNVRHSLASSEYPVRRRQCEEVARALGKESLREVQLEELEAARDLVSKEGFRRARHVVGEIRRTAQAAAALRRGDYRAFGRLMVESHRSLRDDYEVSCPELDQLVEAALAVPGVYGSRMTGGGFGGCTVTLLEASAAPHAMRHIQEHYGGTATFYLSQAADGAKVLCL
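Compounds were pinned into ATP buffer, then GALK-galactose mix was added (final 5 nM enzyme, 35 uM ATP, 100 uM galactose, pH 8.0). After 1 h at room temperature, Kinase-Glo Plus was added and luminescence read.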
FH mod – Identification of activators of human fumarate hydratase by quantitative high-throughput screening | AID 1347055, 2019 | Potency, µM (top dose mostly 79.9 µM), for inactives: top-dose activity change, negative = inhibition, actives largely listed as inhibitors | actives 0.22% (n = 54,000) | FH coupled MDH/diaphorase resazurin fluorescence, 15 min; also: potency is read from the fitted curve at half-maximal effect; % is scaled to controls: 0 for no effect and ±100 for the full control effect; the screen sought activators but most active calls are inhibition curves; nearly all actives have a fitted effect of over 45% in size
NTMT1 inhibitor – blocks human N-terminal methyltransferase 1 activity | AID 1645870 | NTMT1 MTase-Glo SAH luminescence, purified enzyme | Potency, µM (highest dose often 114 µM), for the others: at the top dose activity change, negative = inhibition, actives largely listed as inhibitors | Q9BV86 | actives 2.5% (n = 59,000);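 also: potency is read from the fitted curve at half-maximal effect; plate controls were DMSO vehicle for no effect and no enzyme for full effect; nearly all actives have a fitted effect of over 65% in size; many of its hits are not listed in these tables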
Target sequence (Q9BV86 whole entry, looked up): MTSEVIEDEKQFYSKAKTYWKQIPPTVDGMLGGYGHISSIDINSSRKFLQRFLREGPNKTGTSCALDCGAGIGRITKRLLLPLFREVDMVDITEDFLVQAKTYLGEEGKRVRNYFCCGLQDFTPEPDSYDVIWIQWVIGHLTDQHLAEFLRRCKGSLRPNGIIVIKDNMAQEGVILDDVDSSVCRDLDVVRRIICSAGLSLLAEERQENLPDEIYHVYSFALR
p53null 32C tox – p53 null cell cytotoxicity, permissive temperature; H1299-neo p53 null cells, ATP luminescence, 24 h, 32C; actives 0.62% (n = 55,000); AID 903; Potency, µM (doses to about 46.1 µM), for the others: at the top dose activity change, negative = cytotoxicity, hits mostly cytotoxic;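 also: potency is read from the fitted curve at half-maximal effect; 0% = DMSO only and -100% = full killing by 100 µM tamoxifen; nearly all actives have a fitted effect of over 55% in size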
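Overnight 37C seeding (600 cells/well) of H1299-neo preceded a 24 hr, 32C exposure to compounds up to 46 uM. ATP levels, read by luminescence after 20 min at RT, indicated surviving cells.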
B2AR arrestin ag – agonists recruiting beta-arrestin to human beta2-adrenergic receptor; P07550; AID 1347077; HTLA Tango cells, beta-arrestin recruitment, luciferase luminescence, 18 h; 44,000 tested, under 10 active; Potency, µM (doses to about 46.1 µM), inactives show at the top dose activation, most hits filed as activators;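 also: potency is read from the fitted curve at half-maximal effect; 0% = DMSO and full agonism = EC100 isoproterenol or metaproterenol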
Target sequence (P07550 whole entry, looked up): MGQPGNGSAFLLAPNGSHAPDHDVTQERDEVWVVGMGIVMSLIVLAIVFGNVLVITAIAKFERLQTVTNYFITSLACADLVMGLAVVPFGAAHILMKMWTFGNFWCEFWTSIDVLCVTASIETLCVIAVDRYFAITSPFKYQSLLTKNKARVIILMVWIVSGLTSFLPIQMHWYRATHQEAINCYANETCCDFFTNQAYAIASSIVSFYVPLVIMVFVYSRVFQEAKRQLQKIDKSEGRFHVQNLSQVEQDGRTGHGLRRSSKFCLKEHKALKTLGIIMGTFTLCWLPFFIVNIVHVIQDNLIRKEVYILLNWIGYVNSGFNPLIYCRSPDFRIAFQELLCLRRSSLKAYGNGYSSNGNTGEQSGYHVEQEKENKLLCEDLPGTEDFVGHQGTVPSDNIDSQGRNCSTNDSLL
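Ligand-induced beta-arrestin recruitment to recombinant beta2-AR is measured via a tTA-driven luciferase reporter in Tango cells after 18 hr compound exposure at 37 degrees C. Concentrations span up to 46 microM.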
p53null 39C tox – kills p53 null cells at the nonpermissive temperature; Potency, µM (highest dose often 46.1 µM), inactives show top-dose activity, negative = cell killing, hits mostly cytotoxic; AID 904; H1299 p53-null (neo) cells, 39C, ATPlite viability, 24 h; actives 0.97% (n = 55,000);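 also: potency is read from the fitted curve at half-maximal effect; 0% = DMSO only and -100% = full killing by 100 µM tamoxifen; nearly all actives have a fitted effect of over 50% in size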
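Following overnight plating at 37C (600 cells/well), H1299-neo or H1299-p53A138V cells are dosed up to 46 uM. Incubation lasts 24 hr at 39C before ATP detection.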
* marks the source's active call; other numbers are inactive results; ? = inconclusive; nt = not tested or not shown; [ ] = dose if it differs, or a comment. Calls follow the shape of the dose curve; as a rule, active = well fitted curve in the direction sought with a large enough effect; inconclusive = small, poorly fitted or top-dose-only effect, or another doubt; inactive = no such curve, though single readings can be large; an effect the other way counts as inactive or inconclusive.

structure,TSG101-PTAP inh,GALK inhibitor,FH mod,NTMT1 inhibitor,p53null 32C tox,B2AR arrestin ag,p53null 39C tox
COCCNC(=O)c1cc(Sc2ccc(F)cc2F)nc2ccccc12,1%,-1%,-5%,-12%,-8%,0%,-4%
COc1ccc(C)cc1NS(=O)(=O)c1ccc2c(c1)[C@H]1C=CC[C@H]1[C@@H](c1cccc(Cl)c1)N2,-7%,-1%,nt,nt,4%,0%,-6%
Cc1ccc(NC(=O)C2CCCN(c3ncnc4onc(-c5ccc(F)cc5)c34)C2)c(Cl)c1 (stereo unspecified),-1%,-3%,-15%,0%,-5%,2%,6%
COc1ccc(N2CC(NC(=O)c3ccc(S(=O)(=O)N4CCCCC4)cc3)CC2=O)cc1OC (stereo unspecified),-2%,1%,-2%,4%,3%,0%,7%
CC1Cc2ccccc2N1C(=O)CSc1nc2ccc(NC(=O)COc3ccccc3)cc2s1 (stereo unspecified),-2%,7%,-8%,-8%,-8%,-3%,-7%
Cn1c2c(c(=O)n(C)c1=O)C(c1cc(Br)ccc1F)CC(=O)N2 (stereo unspecified),1%,8%,6%,15%,-1%,1%,3%
COc1ccc(C)cc1N(C)C(=O)CCc1nc(-c2ccccc2F)no1,-1%,3%,-6%,10%,-3%,-2%,-19%
CCOC(=O)c1ccc(NC(=O)CN(c2ccc(C)cc2)S(=O)(=O)c2ccc(OC)cc2)cc1,-1%,3%,-37%,-9%,13%,0%,26%
Cc1ccc2sc(N(Cc3cccnc3)C(=O)CCS(=O)(=O)c3ccccc3)nc2c1C,0%,2%,-3%,-4%,-11%,-1%,5%
CCOC(=O)C(C)Nc1ncnc2onc(C)c12 (stereo unspecified),-3%,0%,-6%,-6%,-9%,1%,-1%

Next section.
structure,TSG101-PTAP inh,GALK inhibitor,FH mod,NTMT1 inhibitor,p53null 32C tox,B2AR arrestin ag,p53null 39C tox
Cc1ccc(-n2c(=O)c3ccc(C(=O)NCc4ccccc4Cl)cc3n(Cc3cccc(F)c3)c2=O)cc1,0%,7%,7%,18%,4%,-2%,1%
CC(C)CCNC(=O)CN1N=C(c2ccc(Cl)cc2)CCC1=O,0%,3%,-2%,-1%,-5%,-1%,-2%
COc1cc(OC)c(NC(=O)Nc2sc3nc4n(c(=O)c3c2C)CCC(C)CC4)cc1Cl (stereo unspecified),-2%,-1%,nt,nt,4%,0%,6%
CC(=O)Nc1cccc(NC(=O)c2c(-c3ccccc3)c(-c3ccccc3)nn(C)c2=O)c1,0%,-1%,1%,20%,2%,0%,-10%
CC(C)(C)NC(=O)CSc1nc(-c2ccc(F)cc2)cc(C(F)(F)F)n1,0%,0%,-11%,?,-3%,-1%,21%
Cc1ccc(N2CC(NC(=O)/C=C\c3ccc4c(c3)OCO4)CC2=O)cc1 (stereo unspecified),-2%,-5%,-4%,-5%,14%,-1%,-10%
COc1ccc(C2c3c(n(C)c4ccccc34)C(=O)N2CC(=O)Nc2cccc(Cl)c2C)cc1 (stereo unspecified),3%,-1%,-14%,11%,4%,0%,2%
COc1ccc(C(=O)NCC(c2ccc3c(c2)OCO3)N2CCN(c3ccccc3F)CC2)cc1 (stereo unspecified),-1%,1%,-6%,-7%,4%,0%,14%
CCCn1cc(S(=O)(=O)c2ccccc2)c(=O)c2cc(F)c(N3CCCCC3)cc21,-1%,-7%,-11%,?,-6%,2%,3%
CCOC(=O)c1c(C)[nH]c(CCC(=O)Nc2ccccc2C(F)(F)F)c1C,-3%,0%,6%,12%,-4%,1%,-27%

Molecules above with a CF3 group (two):
structure,TSG101-PTAP inh,GALK inhibitor,FH mod,NTMT1 inhibitor,p53null 32C tox,B2AR arrestin ag,p53null 39C tox
CC(C)(C)NC(=O)CSc1nc(-c2ccc(F)cc2)cc(C(F)(F)F)n1,0%,0%,-11%,?,-3%,-1%,21%
CCOC(=O)c1c(C)[nH]c(CCC(=O)Nc2ccccc2C(F)(F)F)c1C,-3%,0%,6%,12%,-4%,1%,-27%

4 of these compounds, reformatted.
> COc1cc(OC)c(NC(=O)Nc2sc3nc4n(c(=O)c3c2C)CCC(C)CC4)cc1Cl (stereo unspecified)
  TSG101-PTAP inh = -2%
  GALK inhibitor = -1%
  FH mod = nt
  NTMT1 inhibitor = nt
  p53null 32C tox = 4%
  B2AR arrestin ag = 0%
  p53null 39C tox = 6%

> CC(=O)Nc1cccc(NC(=O)c2c(-c3ccccc3)c(-c3ccccc3)nn(C)c2=O)c1
  TSG101-PTAP inh = 0%
  GALK inhibitor = -1%
  FH mod = 1%
  NTMT1 inhibitor = 20%
  p53null 32C tox = 2%
  B2AR arrestin ag = 0%
  p53null 39C tox = -10%

> CC(C)(C)NC(=O)CSc1nc(-c2ccc(F)cc2)cc(C(F)(F)F)n1
  TSG101-PTAP inh = 0%
  GALK inhibitor = 0%
  FH mod = -11%
  NTMT1 inhibitor = ?
  p53null 32C tox = -3%
  B2AR arrestin ag = -1%
  p53null 39C tox = 21%

> Cc1ccc(N2CC(NC(=O)/C=C\c3ccc4c(c3)OCO4)CC2=O)cc1 (stereo unspecified)
  TSG101-PTAP inh = -2%
  GALK inhibitor = -5%
  FH mod = -4%
  NTMT1 inhibitor = -5%
  p53null 32C tox = 14%
  B2AR arrestin ag = -1%
  p53null 39C tox = -10%

Other compounds:
structure,TSG101-PTAP inh,GALK inhibitor,FH mod,NTMT1 inhibitor,p53null 32C tox,B2AR arrestin ag,p53null 39C tox
O=C(O)c1cc(-c2ccc(C(F)(F)F)cc2)nc2n[nH]c(-c3ccccc3)c12,-1%,-2%,0%,0%,?,0%,16µM*
COc1ccc(C)cc1Nc1cc(C)nc(C)n1,-10%,-7%,-12%,-1%,-1%,-4%,-3%
Cc1ccc(CN2C(=O)c3ccccc3Sc3ccc(C(=O)NCc4ccco4)cc32)cc1,-1%,0%,-20%,-1%,12%,3%,30%
CCCn1c2ccccc2c2cnn(CC(=O)NCCc3ccc(OCC)cc3)c(=O)c21,3%,0%,9%,6%,-9%,0%,-8%
CCOC(=O)c1ccc(NC(=O)C2=C(C)Nc3nc(SCc4ccc(Cl)cc4)nn3C2c2ccc(OC)cc2)cc1 (stereo unspecified),1%,-2%,1%,8%,-11%,1%,22%
COC(=O)Cn1c(CN2CCN(c3ccc(OC)cc3)CC2)nc2c1c(=O)[nH]c(=O)n2C,-10%,-14%,6%,-10%,-5%,0%,0%
COc1ccc(C2C(C(N)=O)=C(C)Nc3nc(CCCO)nn32)cc1 (stereo unspecified),0%,0%,-3%,15%,14%,-2%,-1%
COCCCn1c(=O)c2sccc2n2c(CCCC(=O)Nc3cccc(C(F)(F)F)c3)nnc12,-8%,2%,2%,-12%,13%,0%,-17%
CC1CCN(S(=O)(=O)c2ccc3[nH]cc(C(=O)NCc4ccc(F)cc4)c(=O)c3c2)CC1,4%,2%,-5%,9%,-15%,-1%,15%
COc1cccc(CNCCCSc2nnnn2C)c1,-7%,-3%,6%,-2%,-2%,-3%,5%

(cont.)
Compound	TSG101-PTAP inh	GALK inhibitor	FH mod	NTMT1 inhibitor	p53null 32C tox	B2AR arrestin ag	p53null 39C tox
Cc1ccc(Nc2c(-c3cc(Br)ccc3F)nc3cc(C)ccn23)cc1	2%	-2%	-23%	11%	3%	1%	-14%
CCOc1ccc(-n2c(=O)c3c(C)c(C)sc3n(Cc3ccc(C(C)(C)C)cc3)c2=O)cc1	-1%	-2%	-13%	1%	-3%	1%	0%
COc1ccc(/C=C/c2nc(C#N)c(N3CCC(C)CC3)o2)cc1OC	0%	-3%	-25%	-2%	-2%	1%	4%
CCNc1nc2c(c(=O)[nH]c(=O)n2C)n1CC(O)COc1ccc(Cl)cc1Cl (stereo unspecified)	-3%	-1%	1%	6%	-5%	1%	-12%
Cc1ccc(Cl)cc1N(C)C(=O)c1sc2nc3n(c(=O)c2c1C)CCCC3	-3%	-1%	-8%	2%	0%	0%	-4%
CC(C)c1ccc(OCC(=O)Nc2cc(-c3ccccc3)no2)cc1	0%	4%	-18%	19%	-3%	-1%	-20%
Cc1cccc(-c2noc(-c3cccnc3NCc3ccccc3Cl)n2)c1	-3%	2%	3%	-3%	11%	-2%	-5%
COc1cccc(CNC(=O)CSc2c3c(nc4cc(Cl)ccc24)CCCC3)c1	7%	-2%	-30%	8%	2%	0%	51%[activator]
CSc1ccc(CNC(=O)c2cc3cc(S(=O)(=O)N4CCCCC4)ccc3n2C)cc1	2%	-1%	-8%	15%	-2%	-1%	-25%
CCn1c(CN2CCOCC2)nc2cc(NC(=O)c3cccc([N+](=O)[O-])c3)ccc21	-5%	-9%	-4%	-2%	-7%	-4%	3%
CCOC(=O)c1ccccc1NC(=O)NC(C)c1c(-n2cccc2)sc(C)c1C (stereo unspecified)	8%	1%	3%	0%	5%	0%	-19%
CCOc1ccc(NC(=O)CN(C)S(=O)(=O)c2ccc3[nH]c4c(c3c2)CCCC4)cc1	-5%	-6%	?	?	13%	2%	-29%
CCc1ccccc1NC(=O)Nc1cc(C(=O)NCc2cccc(F)c2)ccc1N1CCCC1	1%	-3%	-10%	3%	6%	1%	?
Cc1nnc(SCC(=O)Nc2ccc(N(C)C)cc2)[nH]c1=O	-8%	2%	-8%	-20%	-6%	0%	23%
Cc1ccc(-c2nc3ccccc3n3c(-c4ccccc4)c4c(=O)n(C)c(=O)n(C)c4c23)cc1	-2%	3%	-16%	3%	0%	0%	5%

Carrying on.
Compound	TSG101-PTAP inh	GALK inhibitor	FH mod	NTMT1 inhibitor	p53null 32C tox	B2AR arrestin ag	p53null 39C tox
CC(C)CCn1c(=O)c2sccc2n2c(CCCC(=O)NC(C)C)nnc12	-2%	0%	-2%	-2%	2%	-1%	-2%
CN(CC(=O)Nc1ccc(F)cc1F)S(=O)(=O)c1ccc(C(=O)N2CCOCC2)s1	-2%	-1%	7%	-2%	-10%	0%	-3%
COc1ccc(-c2onc(C)c2C)cc1S(=O)(=O)NCC1CCN(Cc2cc(C)ccc2C)CC1	-12%	-2%	-20%	-18%	11%	0%	-7%
CCc1ccc2c(c1)c(=O)c(C(=O)c1ccc(C)cc1)cn2CC(=O)Nc1ccccc1C	9%	0%	1%	-2%	-1%	1%	-12%
Cc1noc(Cn2c(=O)c3ccccc3n(CC(=O)Nc3ccccc3C(F)(F)F)c2=O)n1	-4%	1%	4%	?	-5%	0%	9%

Source: PubChem (National Center for Advancing Translational Sciences (NCATS))

Not all compounds are listed (hit frequency here may not be typical).
